High-throughput results deposited in PubChem BioAssay by several laboratories.
14-3-3 Bad PPI: disrupts binding of bovine 14-3-3 zeta to phospho-Bad peptide; P63103; AID 781; TR-FRET 14-3-3zeta/Dy647-pBad peptide displacement, 1 h; hit rate 0.71% among 220,000; inhibition, % at 21.7 µM;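 active means inhibition above about 70%, limit read from the data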;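 further: 0% = full 14-3-3 plus peptide FRET controls and 100% = background without 14-3-3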
Target sequence (P63103 whole entry, looked up): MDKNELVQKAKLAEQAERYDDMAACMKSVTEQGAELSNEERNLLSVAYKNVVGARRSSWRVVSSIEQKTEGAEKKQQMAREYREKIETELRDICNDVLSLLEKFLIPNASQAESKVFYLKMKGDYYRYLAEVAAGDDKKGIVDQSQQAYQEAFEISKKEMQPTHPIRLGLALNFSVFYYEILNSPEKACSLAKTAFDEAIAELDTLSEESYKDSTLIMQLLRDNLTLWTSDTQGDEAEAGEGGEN
zfTRPN1 agonist: zebrafish TRPN1 (NompC) channel agonism; activation, % at 3 µM; hit rate 0.18% among 220,000; HEK293 zebrafish TRPN1-YFP, Fluo-8 calcium fluorescence; 100% = response to 87 µM carbachol;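 active means activation above its plate's cutoff, the mean activation of test wells on that plate plus 3 SD, cut at about 19% in these data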;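 further: 0% = DMSO alone and 100% = 87 µM carbachol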
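Material: zebrafish TRPN1-YFP in HEK293 cells; Doses: single test compound dose, 3 µM nominal, 0.3% DMSO; Timing: dye loading 1 h at 37 °C, then 30 min room temperature; Technique: intracellular calcium fluorescence with Fluo-8; Benchmarks: high carbachol 87 µM, low DMSO alone.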
EP2 modulator: EP2 receptor (human) modulation; induction, % at 25 µM; EP2-expressing cells, cAMP HTRF FRET, PGE2 co-stimulation; hit rate 0.83% among 260,000;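 active means compounds whose cAMP rise, as percent of the full-agonist control response, exceeds 60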;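 further: rat C6 glioma line stably carrying human EP2 under a CMV promoter; the protocol text gives 20 µM as final concentration; 100% = response of wells given 1 µM PGE2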
Target sequence (P43116 whole entry, looked up): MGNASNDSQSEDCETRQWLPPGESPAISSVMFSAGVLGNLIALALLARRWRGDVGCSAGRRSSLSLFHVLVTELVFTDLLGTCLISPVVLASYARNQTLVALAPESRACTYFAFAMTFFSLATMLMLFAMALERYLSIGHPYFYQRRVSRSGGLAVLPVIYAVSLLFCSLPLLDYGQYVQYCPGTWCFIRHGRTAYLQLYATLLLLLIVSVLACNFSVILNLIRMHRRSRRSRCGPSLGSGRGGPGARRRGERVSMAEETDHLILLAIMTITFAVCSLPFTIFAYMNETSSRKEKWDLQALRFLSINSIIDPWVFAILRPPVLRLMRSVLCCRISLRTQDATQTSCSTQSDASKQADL
CHOP inh: CHOP inhibition in unfolded protein response; hit rate 3.8% among 220,000; AID 2732; inhibition, % at 10 µM; CHO-K1 CHOP-promoter luciferase, tunicamycin-induced, 15-18 h;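 active means compounds that reduced the stress-induced luciferase reporter signal by more than about 70% of percent inhibition, limit read from the data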;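 further: 0% = tunicamycin plus vehicle and 100% = wells without tunicamycin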
PGE2 EP2 inh: blocks the human prostaglandin E2 receptor EP2; inhibition, % at 25 µM; AID 1422; P43116; hit rate 0.52% among 260,000; C6 glioma cells expressing human EP2, cAMP TR-FRET; cells stimulated with saturating PGE2;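 active means percent inhibition above 40 after rounding to a whole number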;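 further: rat C6 glioma host cells with rolipram phosphodiesterase inhibitor present; the protocol text gives 20 µM as final concentration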
PPC-1+TRAIL kill: kills PPC-1 cancer cells in the presence of TRAIL. PPC-1 cells + TRAIL, ATPLite viability luminescence. cell killing (% activity), % at 4 µM. hit rate 0.41% among 220,000. AID 1443;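 active means cell killing above 50% in the first pass at 4 µM, then a duplicate retest at 5 µM averaging 50% or more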;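 further: plate controls were cells with TRAIL plus DMSO for no effect and medium-only wells lacking cells for full effect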
NPY-Y1 PAM-ag: potentiators or agonists of human neuropeptide Y receptor Y1; activation, % at 3.6 µM; NPY-Y1 expressing cells, potentiator/agonist activation; hit rate 0.37% among 220,000; P25929; AID 1304; in the data active means activation above about 33%, passing the limit was not always enough;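 further: cells stimulated with NPY at EC10 then isoproterenol at EC100; 0% = low agonist plus stimulus and 100% = saturating agonist plus stimulus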
Target sequence (P25929 whole entry, looked up): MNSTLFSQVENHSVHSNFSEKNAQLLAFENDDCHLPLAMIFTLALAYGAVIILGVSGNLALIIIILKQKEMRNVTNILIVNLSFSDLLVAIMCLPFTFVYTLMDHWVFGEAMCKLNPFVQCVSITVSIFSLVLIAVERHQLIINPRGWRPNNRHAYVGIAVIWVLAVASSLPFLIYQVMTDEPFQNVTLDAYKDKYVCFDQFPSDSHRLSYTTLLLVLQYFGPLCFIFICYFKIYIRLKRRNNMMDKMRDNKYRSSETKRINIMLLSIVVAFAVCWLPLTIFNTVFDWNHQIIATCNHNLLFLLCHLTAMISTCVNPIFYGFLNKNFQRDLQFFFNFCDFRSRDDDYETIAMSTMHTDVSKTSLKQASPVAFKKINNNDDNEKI
TRPML3 ag: activates the human TRPML3 channel; Q8TDD5; HEK293 TRPML3-YFP, Fluo-8 calcium fluorescence; 100% = the carbachol control signal; activation, % at 3 µM; hit rate 0.29% among 220,000; AID 1448;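 active means activation above its plate's cutoff, the mean activation of the plate's test wells plus 3 SD, cut at about 12% in these data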;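 further: 0% = DMSO only wells and 100% = carbachol wells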
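Test system: HEK293 cells stably carrying human TRPML3-YFP; Doses: single dose, 3 µM final nominal compound, 0.3% DMSO final; Schedule: dye loading 1 h 37 °C then 30 min ambient, 125 s read; Technique: Fluo-8 calcium fluorescence; Benchmarks: high control carbachol 87 µM, low control DMSO.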
NPY-Y1 antag: antagonists of human neuropeptide Y receptor Y1 | HEK293-CNG Y1 cells, membrane potential fluorescence; NPY at EC95, then isoproterenol | hit rate 1% among 200,000 | inhibition, % at 3.6 µM;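 active means inhibition above the campaign mean inhibition of all tested compounds plus 3 SD, cut at about 20% in these data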;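 further: 0% = DMSO wells given NPY plus isoproterenol and 100% = isoproterenol alone without NPY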
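Benchmarks – high control isoproterenol alone, low control NPY with isoproterenol · Material – HEK293 Y1/CNG channel cell line · Times – dye 3 h, compound 60 min room temperature, stimulation 45 min · Probe or stimulus – NPY (25 nM), isoproterenol (1 µM), Ro 20-1724 (25 µM) · Evaluation – % inhibition of NPY effect · Signal – fluorescence, membrane potential probe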
The depositor's hits bear a star; / = no result given; & = joins results of further samples; [ ] = remark or other dose. A portion of the library; the hit share may differ from the screen's.

SMILES	14-3-3 Bad PPI	zfTRPN1 agonist	EP2 modulator	CHOP inh	PGE2 EP2 inh	PPC-1+TRAIL kill	NPY-Y1 PAM-ag	TRPML3 ag	NPY-Y1 antag
Cc1nc(Cl)sc1C(=O)NC(C)c1ccc(Cl)cc1 (configuration not stated)	-3	2.0	-9	33	6	11	5	0.7	2
COc1ccc(Br)cc1-c1noc(-c2ccccc2)n1	-2	0.6	36	63	17	19	-19	0.9	-2
CCOC(=O)c1ccc2c(c1)[n+](CC)c(C)n2-c1ccccc1	15	-0.2	36&17	-15	6&11	-12	7	0.3	-1
COc1ccc(CCNc2cc(=O)[nH]c(N)n2)cc1	-1	-1.0	2	20	4	-9	8	0.6	11
CN(C)c1cccc2c1C(=O)c1ccccc1C2=O	-19[fluorescence artefact?]	-2.4	-17	-12	10	17	17	-1.0	-5
O=C(c1ccc2c(Cl)c3c(nc2c1)CCCC3)N1CCN(c2ccc(F)cc2)CC1	9	-0.8	-28	10	8	2	-12	-0.6	4
COc1ccccc1CCN=C(N)NS(=O)(=O)c1ccccc1	-4	-1.1	4	13	4	4	2	-0.3	0
CC(C)c1cc(C(F)(F)F)n2nc(C(=O)Nc3ccc4c(c3)OCO4)cc2n1	5	0.8	35	4	6	2	8	-0.5	-7
Cc1ccc(S(=O)(=O)N2CCCOC2CNC(=O)C(=O)NCCC2=CCCCC2)cc1 (configuration not stated)	2	2.7	15	23	8	-3	27	0.8	-4
CCN(CC)C(=O)c1ccc(C)c(Br)c1	-9	0.8	26	12	7	0	-3	-0.1	-2
O=C(Nc1ccc2oc(=O)ccc2c1)c1ccc(-c2ccccc2[N+](=O)[O-])o1	26	-0.3	-53	-36	10	28	-12	0.1	/
CCCCOC(=O)Nc1cc(Cl)ccc1C	-7	-1.0	8	3	12	4	-19	-0.4	6
O=C(COC(=O)CCC(=O)c1cccs1)Nc1ccc(S(=O)(=O)N2CCOCC2)cc1	4	3.1	-12	39	/	-11	6	0.8	3
COC(=O)C(NC(=O)CSc1nc(N)cc(=O)[nH]1)c1ccccc1 (configuration not stated)	-12	1.9	0	5	1	9	13	0.4	6
Cc1ccc(CNC(=O)/C=C/c2cccs2)cc1	2	-1.3	-54	-2	5	11	-8	-0.3	-2
Nn1c(SCc2nc3ccccc3[nH]2)nnc1-c1ccccc1	-2[fluorescence artefact?]	-1.1	-7	20	2	14	1	-0.5	-1
O=C(NCc1ccc2c(c1)OCO2)C1CCN(S(=O)(=O)N2CCCCC2)CC1	2	1.9	20	-145	9	15	-9	0.5	4
Cc1ccc(O)c(N=Cc2cc(Cc3ccccc3)cc([N+](=O)[O-])c2O)c1	36	2.9	69*	-15	6	22	-21	-0.4	2
C=CCc1cccc(/C=N/NC(=O)C(C)Nc2ccc(C)cc2)c1O (configuration not stated)	-2	-0.7	-12	60	8	10	1	0.5	0
O=C(NCCCN1CCOCC1)C(=O)N/N=C/c1ccc(F)cc1	-8	-1.4	10	14	10	15	16	1.1	2
COc1ccc(NC(=O)CSc2ccccc2)cc1S(=O)(=O)N1CCCCC1	-13	4.4	-18	23	12	10	-13	1.0	0
CCNc1nc(N)nc(-c2cc(Cl)ccc2OC)n1	10	-0.8	1	-27	16	12	7	-0.1	-4
O=C(c1ccco1)N1CCN(C/C=C/c2ccccc2)CC1	10	2.2	-3	11	8	18	1	0.9	2
O=C(CCC1CCCN(C(=O)c2ccoc2)C1)NCc1ccc(F)c(F)c1 (configuration not stated)	-6	1.9	2	-24	2	3	8	0.5	-1
CC1(C)N=C(c2cccs2)C(C)(C)N1O	6[fluorescence artefact?]	-0.2	24	16	7	9	13	0.7	-3
(more compounds)
SMILES	14-3-3 Bad PPI	zfTRPN1 agonist	EP2 modulator	CHOP inh	PGE2 EP2 inh	PPC-1+TRAIL kill	NPY-Y1 PAM-ag	TRPML3 ag	NPY-Y1 antag
CCCOC(=O)c1ccc(NC(=O)c2ccoc2C)cc1	-3	0.8	-18	52	12	26	-10	0.5	-2
CCOc1cc(C)cc2oc(=O)cc(-c3ccccc3)c12	-4	-1.5	50	48	12	-4	-1	-0.6	14
O=C(c1ccc(-n2c(SCc3cccc(F)c3)nc3ccccc3c2=O)cc1)N1CCOCC1	1	0.3	7	12	4	4	5	0.5	1
Cc1ccc(-c2cc(C(=O)NCC3CCCO3)c3ccccc3n2)o1 (configuration not stated)	/	-1.8	/	/	/	/	5	0.7	-3
O=C1Nc2cc(Cl)ccc2C1(N1CCNCC1)C(F)(F)F (configuration not stated)	5	-0.5	16	80*	5	-7	15	0.8	3
COc1ccc(N2CC(C(=O)OCC(=O)NCc3ccccc3)CC2=O)cc1 (configuration not stated)	-2	-0.6	-11&23	-6	8&0	-10	10	0.1	3
Cn1nnnc1SCCNCc1cccnc1	51	-0.4	32	43	10	1	6	0.2	7
c1ccc(C2NCCc3ccccc32)cc1 (configuration not stated)	-1	-0.1	-27&1	8	10&8	8	6	1.3	0
O=C(CSc1n[nH]c(-c2cccs2)n1)NCc1cccs1	-6	-0.4	19	17	7	13	-18	0.5	-3
O=C1CCC(C(=O)OCC(=O)N2N=C3/C(=C/c4ccccc4)CCCC3C2c2ccccc2)N1 (configuration not stated)	-1[fluorescence artefact?]	-0.8	78*	41	6	14	6	0.9	-4
COc1ccc(CC(=O)NNC(=O)c2ccc(NC(C)=O)cc2)cc1	-6	1.3	15	8	3	45	6	1.4	-2
CS(=O)(=O)NC1c2cccc3cccc(c23)C1Sc1nncn1/N=C/c1ccco1 (configuration not stated)	3	1.2	-34	-11	13	20	-20	0.1	0
Cc1ccc(NC(=O)CS(=O)CC(=O)NC2CCN(Cc3ccccc3)CC2)c(C)c1 (configuration not stated)	3	1.0	11	-5	11	-5	7	0.7	0
O=C1c2ccccc2C(=O)N1CCc1csc(-c2ccccc2)n1	60	-1.9	-25	-9	7	22	9	0.6	3
Cc1nn(Cc2c(Cl)cccc2Cl)c(C)c1NC(=O)c1cnn2c(C(F)F)cc(-c3ccccc3)nc12	-12	0.3	9	52	14	0	-27	0.8	3
CSCCC(=O)N1CCCC(CNC(=O)c2ccccc2Cl)C1 (configuration not stated)	-5	1.0	17	-6	10	/	-8	0.9	-1
CC(=O)NCCNC(=O)c1ccc(CSc2ccc(Cl)cc2)cc1	-2	0.8	-43	5	3	33	0	-1.4	6
Cn1nc(C(F)(F)F)c(-c2cccc(C(F)(F)F)c2)c1NC(=O)CSCC(=O)O	0	1.5	-2	-2	14	-14	-7	-0.3	/
CC(=C\c1ccco1)/C=C1/SC(=S)N(CC(=O)O)C1=O	1	1.3	-29	-2	6	12	1	0.5	/
O=C(Cn1cc2c(n1)CCCCC2)Nc1ccc(F)cc1F	6[fluorescence artefact?]	0.7	-8	23	1	-17	2	0.8	7
CNC(=S)NNC(=O)CCn1nc(C)c(Br)c1C	-4	0.2	9	23	37	22	1	0.9	6
Cc1cccc(CSc2nnc(-c3cnccn3)n2C)c1	-1	1.6	4	-7	7	-5	6	0.2	/
Cc1cccc(N2C(S)=C(C#N)C(=O)NC23CCCCC3)c1	8	1.4	2&34	10	12&9	12	-11	1.0	2
COc1cc(/C=C2\NC(=S)N(C)C2=O)ccc1O	-9	2.6	-9	0	7	5	3	2.0	-4
O=C(NCc1ccco1)c1ccc2c(c1)N(Cc1ccc(Cl)cc1)CCS2	-2	0.2	57	34	7	4	14	0.1	/

The final 4 records of the section above are carried over, then new ones follow:
SMILES	14-3-3 Bad PPI	zfTRPN1 agonist	EP2 modulator	CHOP inh	PGE2 EP2 inh	PPC-1+TRAIL kill	NPY-Y1 PAM-ag	TRPML3 ag	NPY-Y1 antag
Cc1cccc(CSc2nnc(-c3cnccn3)n2C)c1	-1	1.6	4	-7	7	-5	6	0.2	/
Cc1cccc(N2C(S)=C(C#N)C(=O)NC23CCCCC3)c1	8	1.4	2&34	10	12&9	12	-11	1.0	2
COc1cc(/C=C2\NC(=S)N(C)C2=O)ccc1O	-9	2.6	-9	0	7	5	3	2.0	-4
O=C(NCc1ccco1)c1ccc2c(c1)N(Cc1ccc(Cl)cc1)CCS2	-2	0.2	57	34	7	4	14	0.1	/
CCN1C(=O)/C(=C/C=C2/CCCN2C)OC1=S	-11	2.0	1	-9	9	8	-3	1.5	-2
COc1ccc2oc(-c3ccccc3)c(C(N)=O)c2c1	-1	-0.8	0	28	4	13	-1	0.1	-1
N=c1oc2c3c4c(cc2cc1C(=O)Nc1ccccc1)CCCN4CCC3	-13	2.6	14	-6	10	16	11	1.4	3
CC1(C)Cc2c(c(-c3ccccc3Cl)[nH]c(=O)c2C#N)CO1	3	0.7	-5	36	15	11	-2	0.2	2
COc1ccc(CCN2C(=O)C(Oc3ccccc3)C2c2ccc3c(c2)OCO3)cc1 (configuration not stated)	-12[fluorescence artefact?]	-0.7	-4	6	5	3	-6	0.6	2
Nc1nc2nccc(-c3ccccn3)n2n1	-1	0.0	2	20	3	9	13	0.0	3
O=C(CCS(=O)(=O)c1cccc2nsnc12)NC1CCCCC1	-6[fluorescence artefact?]	0.0	10	7	5	0	-11	0.2	0
Cc1cccc2cc(C(c3nnnn3Cc3ccccc3)N3CCCc4ccccc43)c(=O)[nH]c12 (configuration not stated)	5	-0.8	15	77*	4	-5	17	0.0	-1
Cc1occc1C(=O)Nc1cc(C(C)(C)C)on1	15	-0.3	-29	11	4	16	-10	-0.2	2
Cc1c(C(=O)NCCCN2CCOCC2)oc2ccc(S(=O)(=O)N3CCOCC3)cc12	-1	2.9	-6	17	4	-21	6	2.0	3
Cc1noc(/C=C/c2cccs2)c1S(=O)(=O)N1CCC(C(=O)NCCCN2CCCC(C)C2)CC1 (configuration not stated)	-6	-0.4	-19	3	5	-15	-5	0.2	6
CCCOc1ccc(-c2nnn(CC(=O)OCC)n2)cc1	-9[fluorescence artefact?]	0.2	22	13	5	0	11	-0.2	-1
COc1nc(-c2ccccc2)cc(C(F)(F)F)n1	7	-0.5	33	18	7	1	-6	0.6	7
CCOC(=O)n1c(=O)oc2ccccc21	13	-1.2	39	-2	-5	20	-5	0.7	4
CCOC(=O)NC(=O)COC(=O)CNC(=O)c1cccc(OC)c1	0	0.5	22	7	2	2	-6	-0.8	3
c1ccc2nc(-c3ccc4c(c3)OCO4)ccc2c1	0	0.1	-36	34	15	49	-4	0.3	-3
COc1ccc(-n2c(C)cc(C(=O)NC3CCCCC3)c2C)cc1	-10	-1.5	-17	21	7	20	-49	-1.1	10
O=C(Nc1ccc(S(=O)(=O)N2CCc3ccccc32)cc1)c1ccc2c(c1)OCO2	10	1.4	-38	39	7	27	0	0.1	2
Cn1c(-c2ccc3c(c2)OCO3)cnc1NCc1ccc(Cl)cc1	77*	0.7	-46	2	10	6	-22	0.1	15
